KAT2A inh: GCN5L2 (KAT2A) acetyltransferase inhibition; Q92830; GCN5L2 HAT assay, ThioGlo1 CoA-SH fluorescence; Potency, µM (doses to about 58.9 µM), inactives show at the highest dose activity change, negative = inhibition, usual class: inhibitors; actives 0.21% (n = 390,000); AID 504327
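Compounds, pin-transferred from DMSO stocks, meet 20nM GCN5L2 for 15 min before the reaction begins with H3(1-25) peptide (75uM) and acetyl-CoA (70uM). Thiol-reactive ThioGlo1 reports CoA release over 20 min at room temperature.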
FEN1 inhibitor: human FEN1 inhibition; Recombinant FEN1 flap cleavage, fluorescence, 15 min; AID 588795; actives 0.35% (n = 390,000); Potency, µM (top dose mostly 114 µM), for inactives: at the highest dose activity change, negative = inhibition, actives largely listed as inhibitors; P39748; further: nearly all actives have a fitted effect of over 65% in size
Target sequence (P39748 whole entry, looked up): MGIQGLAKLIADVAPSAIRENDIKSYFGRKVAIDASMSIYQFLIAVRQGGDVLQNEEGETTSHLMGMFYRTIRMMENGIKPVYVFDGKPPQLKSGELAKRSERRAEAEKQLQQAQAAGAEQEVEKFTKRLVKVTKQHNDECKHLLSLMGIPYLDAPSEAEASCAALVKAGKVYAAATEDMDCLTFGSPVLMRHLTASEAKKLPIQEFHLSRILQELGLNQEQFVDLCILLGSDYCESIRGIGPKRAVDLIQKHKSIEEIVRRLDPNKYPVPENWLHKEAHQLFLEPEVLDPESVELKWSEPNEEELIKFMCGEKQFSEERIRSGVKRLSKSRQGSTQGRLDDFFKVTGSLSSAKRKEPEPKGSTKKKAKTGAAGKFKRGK
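Reaction started by adding substrate (50 nM final) to 10 nM enzyme after 15 min room-temperature compound preincubation. Reads at 0 and 15 min, with data normalized and fitted to a four-parameter Hill equation.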
N370S GC mod: inhibits or activates N370S mutant glucocerebrosidase; actives 0.092% (n = 330,000); N370S GC spleen homogenate, 4MU-glucoside fluorescence; Potency, µM (top dose mostly 59.4 µM), without a hit: top-dose activity change, negative = inhibition, hits mostly inhibitors;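 further: 0% = full enzyme activity and -100% = no enzyme basal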
Active calls of the source: *; ? = inconclusive; nt = not tested or not shown; & = joins results of further samples; [ ] = remark or other dose. The call rests on the fitted dose curve; in most records, active means well fitted curve in the direction sought with a large enough effect; inconclusive means small, poorly fitted or top-dose-only effect, or another doubt; inactive means no such curve, though single readings can be large; an effect the other way counts as inactive or inconclusive. Unless noted, on the % scale 0 is the no-effect control and ±100 the full control effect; potency means the concentration at half of the fitted maximal effect.

SMILES	KAT2A inh	FEN1 inhibitor	N370S GC mod
Cc1cc(OCC(=O)Nc2ccc(Br)cc2)cc2c1C(=O)CC(C)(C)O2	-7%	?	12%
c1ccc(-n2cccc2)c(N2CCCCC2)c1	-3%	7%	3%
NC(=O)COC(=O)CC12CC3CC(CC(C3)C1)C2	0%	4%	0%
Cc1cccc(NC(=O)CCc2ccccc2)c1C	-2%	-3%	-1%
COc1ccc(NC(=O)CCN2CCN(CCO)CC2)cc1	-1%	-6%	nt
N#CC1(C#N)CC(C=O)=C(N)C1(C#N)CC(=O)c1ccc(F)cc1 (stereo not drawn)	-10%	-3%	-4%
O=C(NC1CCC(O)CC1)C1CCN(S(=O)(=O)c2c(Cl)cccc2Cl)CC1 (stereo not drawn)	-1%	2%	nt
CC(C)(C)NC(=O)CN(C(=O)C1CSC(=O)C1)c1ccccc1F (stereo not drawn)	-6%	2%	6%
N#Cc1cnc(SCC(=O)N2CCCC2)nc1N	-29%	-9%	-5%
CC(=O)Nc1ccc(OC(F)(F)C(F)C(F)(F)F)c(NC(C)=O)c1 (stereo not drawn)	1%	-2%	-1%
COc1ccc(NC(=O)CCS(=O)(=O)c2cccc3nonc23)cc1Cl	-5%&-1%	3%&-17%	-5%
Cc1ccc(C2(C)NC(=O)N(CC(=O)Nc3ccc(Cl)c(S(=O)(=O)N4CCCCC4)c3)C2=O)cc1 (stereo not drawn)	-15%	-2%	-9%
O=C(CCCOc1ccc(Cl)cc1Cl)Nc1cccnc1	-2%	-6%	-1%[12.8 µM]
CCS(=O)(=O)C1=NSC2=NC(=O)/C(=C\c3ccc(OS(=O)(=O)c4ccccc4)c(OC)c3)C(=N)N21	-29%	-26%	-21%
C=CCn1c(=O)c2c(nc3n2CC(C)CN3Cc2ccccc2)n(C)c1=O (stereo not drawn)	-9%	7%	-3%
COc1ccc(C(C(=O)NC2CCCCC2)N(C(=O)c2sc(C)nc2C)c2ccccc2C)cc1 (stereo not drawn)	-14%	-24%	19%
CCCCOC(=O)Cn1c2ccc(OC)cc2c2nc3ccccc3nc21	-4%	14%	-3%
Cc1nnsc1C(=O)N1CCCC(N2CCN(c3cccc(C(F)(F)F)c3)CC2)C1 (stereo not drawn)	-11%	-3%	3%
COc1ccc(N2CC(C(=O)N[C@@H](C)C(=O)NC3CCCC3)CC2=O)cc1 (stereo partly drawn)	?	18%	-15%
COc1ccccc1CNC(=O)CSc1nc2c(oc3ccccc32)c(=O)n1CC1CCCO1 (stereo not drawn)	-2%	10%	-1%
COc1ccc(N(CC(=O)NC2CCCC2)C(=O)c2ccc(C)s2)c(OC)c1	1%	2%	0%
O=C(CCC(=O)N1CCSc2ccccc21)NCc1ccc(Cl)cc1	-1%	14%	-2%
Cc1ccc(CN2C(=O)CCC2C(=O)NCCCN2CCCCC2C)cc1 (stereo not drawn)	-12%	-8%	-10%
COc1ccc(-c2csc3ncnc(N4CCN(S(=O)(=O)c5ccc(Cl)s5)CC4)c23)cc1	-13%	-9%	-6%
O=C(N[C@@H](c1ccccc1)[C@@H]1C[C@H]1C(=O)O)OCc1ccccc1	0%	5%	7%&-4%
CCc1ccc(NC(=O)C(=O)NCC(c2cccnc2)N2CCc3ccccc3C2)cc1 (stereo not drawn)	-3%	-8%	nt
CSc1cccc(CNC(=O)C2CCC(=O)N(Cc3cccc(C(F)(F)F)c3)C2)c1 (stereo not drawn)	-4%	2%	-8%
O=C1CC(NC23CC4CC(CC(C4)C2)C3)C(=O)N1c1ccc2c(c1)OCO2 (stereo not drawn)	-6%	-14%	-7%
C1CN(c2nc3nonc3nc2N2CCSCC2)CCO1	-1%	-8%	1%
Cc1cnc(CNc2ncncc2-c2cccnc2)cn1	-8%	nt	3%
C=CCn1c(SCC(=O)N2CCOCC2)nc(O)cc1=O	-4%	6%	-10%
O=C(c1cccc(NS(=O)(=O)c2cccc(C(F)(F)F)c2)c1)N1CCOCC1	-31%	-3%	1%
COc1cc(CCCN2C(=S)NC[C@H]2Cc2ccc(O)cc2)cc(OC)c1OC	2%	13%	-13%
COc1ccc(NC(=O)CC(Cc2ccccc2)C(=O)O)cc1 (stereo not drawn)	-5%	-5%	7%
Cc1nc(C)c(C(=O)Nc2cccc(C)c2C)o1	3%	15%	16%
Cc1ccc(-c2c3c(nc4sc(C(N)=O)c(N)c24)CCC3)cc1	-10%	-10%	3%
COc1ccc(S(=O)(=O)N2CCOCC2)cc1C(C)C	0%	-16%	3%
O=C(O)CCCCCNC(=O)C(=O)C1C(=O)Nc2ccccc21 (stereo not drawn)	-6%	11%	-2%
Cc1ccc2nc3c(cc(C#N)c(=O)n3CC3CCCO3)c(=O)n2c1 (stereo not drawn)	1%	nt	20%
COc1ccccc1N1CCN(C(=O)C2CCN(C(=O)c3ccccc3Cl)CC2)CC1	-5%	20%	-5%
O=S1(=O)c2ccccc2OC(COCc2ccccc2)CN1Cc1ccccc1 (stereo not drawn)	-12%	-3%	nt
CCN1CCN(C(=O)c2ccc3c(c2)N(Cc2ccc(Cl)cc2)C(=O)c2ccccc2S3=O)CC1 (stereo not drawn)	-5%	-7%	nt
Cc1cccc(N2CCN(C(=O)CCN3C(=O)C4C5C=CC(C5)C4C3=O)CC2C)c1 (stereo not drawn)	-4%	3%	-6%
Cc1ccc(NC(=O)CCN2CC(C)OC(C)C2)cc1C (stereo not drawn)	-10%	-4%	-21%
CCOc1ccc(S(=O)(=O)N2CCC(C(=O)NCc3ccccc3CN3CCCC3)CC2)cc1	0%	1%	nt
Cc1c(Cl)cccc1NC(=O)NCCCN1CCCC1=O	-23%	-3%	-2%
CC1(C)CC(=O)C(C(C2=C(O)CC(C)(C)CC2=O)c2cccc(O)c2)C(=O)C1 (stereo not drawn)	15%	-6%	-3%
O=C(COC(=O)c1ccc(Cl)cc1O)NCCN1C(=O)CSC1=O	3%	17%	-2%
CCN(CC)c1ccc(/C=N/NC(=O)OC(C)(C)C)cc1	-9%	-9%	-24%
Cc1cccc(OCC(=O)NCc2ccncc2)c1C	-1%	5%	-10%
COc1ccc(Cn2c(CCC(=O)NCc3ccco3)nc3cccnc32)cc1	-6%	-7%	7%
COc1cc(C)c(S(=O)(=O)n2c([N+](=O)[O-])cnc2C)cc1C	-2%	5%	-25%
N#CC[C@H](Cc1ccccc1)N1CC[C@@H](NC(=O)OCc2ccccc2)CCC1=O	-10%	-10%&-4%	-5%
N#CCc1ccc(NC(=O)c2ccccc2C(=O)Nc2ccc(CC#N)cc2)cc1	-4%	-6%	2%
Cc1ccc(S(=O)(=O)NCCC(=O)N2CCOCC2)cc1C	-19%	6%	0%
CCOC(=O)Cc1csc(N/N=C\c2ccccc2OC)n1	-17%	-13%	-7%
CC(=O)NNC(=O)CSc1nnc(-c2ccccc2)c(-c2ccccc2)n1	?	?	-18%
COc1cc2c(=O)n(Cc3ccco3)c(=O)n(CC(=O)Nc3ccc(F)cc3)c2cc1OC	-4%	-17%	nt
Cc1onc(-c2c(F)cccc2Cl)c1C(=O)O/N=C(\N)c1ccc([N+](=O)[O-])o1	-4%	4%	4%
COCCNc1nc(C)cc(-c2cc(-c3ccc(Cl)cc3)on2)n1	-30%	-4%	6%
(further entries)
SMILES	KAT2A inh	FEN1 inhibitor	N370S GC mod
CC(=O)NCCOc1c(C)cc(S(N)(=O)=O)cc1C	-16%	2%	1%
O=C(CN1CCN(C(=O)C2CCC2)CC1)Nc1ccc(F)cc1	-5%	13%	nt
COc1cccc(NC(=O)CN2CCCN(S(=O)(=O)c3ccc(Br)cc3)CC2)c1	1%	-21%	nt
CCCC(C(=O)Nc1ccc(C)c(S(=O)(=O)N2CCOCC2)c1)c1ccccc1 (stereo not drawn)	-7%	-14%	0%
COc1ccc(CCCc2nnc(SCC(=O)Nc3ccc(C)cc3C)o2)cc1	-10%	-3%	nt
O=C(CSc1ccc(-c2ccccc2)nn1)c1ccccc1	-4%	-11%	-13%
COC(=O)c1ccc(C)c(NC(=O)Cc2ccc([N+](=O)[O-])cc2)c1	-1%	nt	4%
Cc1ccc(C(N)=Nc2ccccc2)cc1	-7%	-10%	-21%
Cc1ccccc1NC(=O)Oc1cccc(OC(=O)c2ccccc2)c1	-2%	6%	0%
COc1cc(/C=C/C(=O)Nc2cccc(S(=O)(=O)NC3=NCCCCC3)c2)ccc1OCC#N	2%	-4%	-9%
O=C(c1ccccc1)N1CCN(C(=O)N2CCCCC2)CC1	-1%	-9%	-3%
Brc1ccc(N=NNc2ccccc2)cc1	-3%	-3%	-4%

Record cards, as listed above.
Record of COc1ccccc1N1CCN(C(=O)C2CCN(C(=O)c3ccccc3Cl)CC2)CC1 = KAT2A inh: -5%; FEN1 inhibitor: 20%; N370S GC mod: -5%
Record of CCOc1ccc(S(=O)(=O)N2CCC(C(=O)NCc3ccccc3CN3CCCC3)CC2)cc1 = KAT2A inh: 0%; FEN1 inhibitor: 1%; N370S GC mod: nt
Record of N#CC[C@H](Cc1ccccc1)N1CC[C@@H](NC(=O)OCc2ccccc2)CCC1=O = KAT2A inh: -10%; FEN1 inhibitor: -10%&-4%; N370S GC mod: -5%

As entered above:
Value for O=C(c1ccccc1)N1CCN(C(=O)N2CCCCC2)CC1 in N370S GC mod: -3%
Value for COc1cc(/C=C/C(=O)Nc2cccc(S(=O)(=O)NC3=NCCCCC3)c2)ccc1OCC#N in N370S GC mod: -9%
Value for Cc1ccc(C(N)=Nc2ccccc2)cc1 in N370S GC mod: -21%
Value for COC(=O)c1ccc(C)c(NC(=O)Cc2ccc([N+](=O)[O-])cc2)c1 in KAT2A inh: -1%
Value for COc1ccc(CCCc2nnc(SCC(=O)Nc3ccc(C)cc3C)o2)cc1 in KAT2A inh: -10%
Value for O=C(CN1CCN(C(=O)C2CCC2)CC1)Nc1ccc(F)cc1 in KAT2A inh: -5%

More results follow.
SMILES	KAT2A inh	FEN1 inhibitor	N370S GC mod
COC(=O)c1cc2c(cc1NC(=O)c1cnn(-c3ccccc3)c1-n1cccc1)OCO2	0%	-12%	nt
Cc1nn(CC(=O)NC2C(=O)N3C(C(=O)O)=C(CSc4nnnn4C)CSC23)cc1Br (stereo not drawn)	-2%	9%	9%
Cc1cc2c(=O)n(NC(N)=O)c(C)nc2s1	0%	0%	3%[2.35 µM]
COc1cc(/C=C/C(=O)O)cc(S(=O)(=O)NCc2ccc3c(c2)OCO3)c1OC	9%	-2%	30%
CCOc1ccc(Cl)cc1S(=O)(=O)n1cnc2cc(C)c(C)cc21	-3%	-5%	?
Cn1ncc(Cl)c(Oc2ccc(Cl)cc2)c1=O	-2%	8%	-5%
OC1c2ccccc2N=C2CCCN21 (stereo not drawn)	3%	nt	-3%
Cc1nn(-c2ccc([N+](=O)[O-])cc2)c2c1C(c1cccc(Br)c1)N1C(=N2)C(=O)Nc2ccccc21 (stereo not drawn)	-3%	0%	12%
CC1CCN(C(=O)Cn2c(=O)n(CCc3ccccc3)c(=O)c3ccccc32)CC1	-1%	6%	-5%
CCCc1ccc(C(C)NC(=S)NCc2ccc(F)cc2)cc1 (stereo not drawn)	-4%	-19%	-2%
O=S(=O)(Cc1ccccc1)NCC1CCCN(Cc2ccc3nonc3c2)C1 (stereo not drawn)	-19%	-3%	-1%
CCOc1ccc(/C=C/C(=O)Nc2ccc3nc(N(CC)CC)cc(C)c3c2)cc1OC	-11%	-8%	nt

At a glance, part of the list above:
SMILES	KAT2A inh	FEN1 inhibitor	N370S GC mod
COC(=O)c1cc2c(cc1NC(=O)c1cnn(-c3ccccc3)c1-n1cccc1)OCO2	0%	-12%	nt
Cc1nn(CC(=O)NC2C(=O)N3C(C(=O)O)=C(CSc4nnnn4C)CSC23)cc1Br (stereo not drawn)	-2%	9%	9%

The listing continues:
SMILES	KAT2A inh	FEN1 inhibitor	N370S GC mod
COc1ccc(S(=O)(=O)NCC2CC3C=CC2C3)cc1OC (stereo not drawn)	-2%	-3%	-6%
COc1cc(/C=C/C(=O)c2ccc3c(c2)OCO3)cc(OC)c1OC	-14%	3%	nt
CN(C(=O)C1CCCN(c2ncnc3c2nc2n3CCCCC2)C1)c1ccccc1F (stereo not drawn)	-5%	0%	nt
C#CCOCCOCCOCCNc1nc(N2CCN(C(=O)[C@H](CCCCN)n3cc([C@@H](N)CO)nn3)CC2)nc(N2CCN(C(=O)[C@H](CCCCN)n3cc([C@@H](N)CC(C)C)nn3)CC2)n1	-4%	9%	nt
COC(CNC(=O)c1ccc(N2CCc3ccccc32)c([N+](=O)[O-])c1)OC	-9%	-5%	5%
Cc1c(NC(=O)C(C)OC(=O)c2cccs2)c(=O)n(-c2ccccc2)n1C (stereo not drawn)	3%	-4%	15%
FC(F)(F)c1cccc(CNc2ncccc2-c2nc3cc(Cl)ccc3o2)c1	-4%	-10%	1%
N#CC(C#N)=C/C(C#N)=C(/N)N1CCN(c2ccc(Cl)cc2)CC1	-12%	-16%	6%
Cc1ccc(S(=O)(=O)Nc2ccc(Cl)cn2)cc1	3%	0%	-6%
Cc1c(OC(C)C(=O)N2C[C@H]3C[C@@H](C2)c2cccc(=O)n2C3)ccc2c3c(c(=O)oc12)CCCC3 (stereo partly drawn)	-6%	-16%	-5%
Cc1cccc(OCCCCc2c(C)n[nH]c2C)c1C	-6%	-8%	0%
COc1ccc(N/C=C\C(=O)c2ccc3c(c2)OCO3)cc1OC	-3%	8%	-5%
